Assay outcomes (PubChem)
NTR1 ag: NTR1-driven beta-arrestin-GFP spot formation – imaging, U2OS cells, high content, primary screen (AID 493036). P30989. agonist mode. activation, % at 20 µM. actives 0.17% (n = 330,000);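 active = activation at or above 40% of the spot to cytoplasm intensity ratio, with at least 20 cells analyzed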;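 note: 0% = DMSO without peptide and 100% = 100 nM NTR1 peptide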
Target sequence (P30989 whole entry, looked up): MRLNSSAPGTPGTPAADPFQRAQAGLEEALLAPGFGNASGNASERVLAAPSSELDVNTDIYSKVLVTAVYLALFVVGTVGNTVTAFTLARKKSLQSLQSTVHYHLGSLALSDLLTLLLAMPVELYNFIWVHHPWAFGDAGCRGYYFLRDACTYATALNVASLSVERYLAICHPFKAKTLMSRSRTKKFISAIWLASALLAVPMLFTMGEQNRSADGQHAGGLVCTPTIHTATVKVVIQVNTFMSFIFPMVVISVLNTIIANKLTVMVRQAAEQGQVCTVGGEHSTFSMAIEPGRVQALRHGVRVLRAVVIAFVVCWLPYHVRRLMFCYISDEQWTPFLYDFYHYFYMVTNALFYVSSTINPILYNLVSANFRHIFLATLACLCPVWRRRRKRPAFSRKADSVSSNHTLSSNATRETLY
GPR55 beta-arrestin: GPR55 agonists via beta-arrestin recruitment, primary screen, imaging, U2OS cells, beta-arrestin-GFP redistribution (AID 1961) | U2OS GPR55 beta-arrestin-GFP redistribution imaging; higher % means a stronger effect | one-dose activation, % at 10 µM; EC50 in µM for titrated hits | actives 0.048% (n = 290,000);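 active = activation above 40% with more than 50 cells counted in the well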;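 note: U2OS osteosarcoma cells stably expressing GPR55 and beta-arrestin-GFP; plate controls were DMSO negative control for no effect and LPI positive control for full effect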
Yfh1-off respiration: mitochondrial function rescue without frataxin homolog – Friedreich's ataxia, plus single-dose screen, dose response (AID 1465); fold induction at 50 µM, or EC50 in µM where a hit was titrated; actives 0.074% (n = 220,000); S. cerevisiae Yfh1-off respiration, WST-1 reduction, 72 h; higher fold induction means a stronger effect;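 active = fold induction of absorbance versus untreated yeast above a set limit, then at least 30% activation at any dose in follow-up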;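 note: activators that raise dye reduction in frataxin-depleted yeast; strong numbers were not always called active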
ER stress rescue: protection against thapsigargin-triggered cell killing – 384-well, CSM14.1, ATP luminescence, primary screen (AID 1222); CSM14.1 thapsigargin-induced death rescue, ATP luminescence; higher % means a stronger effect; 190,000 tested, under 10 active; cellular ATP content (survival), % at 20 µM, or EC50 in µM where a hit was titrated;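 active = EC50 below 50 µM in the dose-response confirmation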;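 note: death triggered by thapsigargin at about 15 µM added after 2 h compound pretreatment; cell ATP read after overnight thapsigargin exposure of roughly 18 to 22 hours; normalized against plate controls of thapsigargin alone and 5% DMSO vehicle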
TNAP activators: stimulation of alkaline phosphatase TNAP activity – biochemical, luminescent, no phosphate acceptor, uHTS, primary screen (AID 1001). purified TNAP, luminescent activation assay, no phosphate acceptor; higher activation fold means a stronger effect. one-dose activation fold at 20 µM; EC50 in µM for titrated hits. actives 0.03% (n = 200,000); in the data active = activation fold from about 3, or a potency from the dose series; inactive = the rest, 99 in 100 with activation fold below about 1.6; note: many of its hits are not listed in these tables
KOR beta-arrestin-1: KOR agonists, beta-arrestin recruitment, primary screen, cell-based, luminescence, uHTS (AID 1777); KOR beta-arrestin recruitment, luminescence; higher % means a stronger effect; activation, % at 10 µM; hits with a dose series show EC50 in µM; actives 0.02% (n = 280,000); in the data active = activation above about 50%, passing the limit was not always enough; note: a part of the inactive calls stands beside numbers as strong as those of hits
NOD1 inhibition: inhibition of NOD1-driven NF-kB reporter – cell-based, luminescence, uHTS, primary screen (AID 1578). NOD1-driven NF-kB luciferase reporter cells, luminescence; higher % means a stronger effect. inhibition, % at 4 µM, or EC50 in µM where a hit was titrated. actives 1% (n = 290,000); in the data active = inhibition mostly above about 36%, no sharp cut-off; inactive = mostly below about 34%;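 note: HEK-293T reporter cells stimulated with the NOD1 agonist gamma-tri-DAP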
NOD2 inhibition: inhibition of NOD2-driven NF-kB reporter – cell-based, luminescence, uHTS, HEK293 (AID 1566); HEK293 NOD2/NF-kB luciferase reporter, luminescence; higher % means a stronger effect; inhibition, % at 4 µM, or EC50 in µM where a hit was titrated; actives 0.63% (n = 290,000); note: many of its hits are not listed in these tables
KOR beta-arrestin-2: kappa opioid receptor blockers – cell-based, luminescence, uHTS (AID 1778); KOR beta-arrestin recruitment, luminescence, antagonist mode; higher % means a stronger effect; one-dose inhibition, % at 10 µM; IC50 in µM for titrated hits; actives 0.091% (n = 290,000); note: strong numbers were not always called active
NTR1 ag cell count 20 µM: further read-out of NTR1 ag, marked with its call; cell count; measured here: cell count, cytotoxicity flag
Numbers without * were called inactive. Cut-off read from the data, not from the text of the source, unless noted: active = inhibition above about 50%; inactive = the rest. These rows are one share of the data. The share of hits here may be higher or lower than overall.

For Cc1cccc2c1N(CC(=O)OC(C)C)C(=O)C2=O the results were NTR1 ag -2.0, GPR55 beta-arrestin -0.1%, Yfh1-off respiration inactive, TNAP activators 1, KOR beta-arrestin-1 1.5%, NOD1 inhibition -8%, NOD2 inhibition 3%, KOR beta-arrestin-2 -4% and NTR1 ag cell count 20 µM 41.
For O=C(NC(=S)Nc1ccccc1C(=O)O)c1ccc2ccccc2c1 the results were NTR1 ag 2.0, GPR55 beta-arrestin 0.3%, Yfh1-off respiration inactive, KOR beta-arrestin-1 3.8%, NOD1 inhibition -2%, NOD2 inhibition 6%, KOR beta-arrestin-2 -9% and NTR1 ag cell count 20 µM 51.
`COc1ccccc1NC(=O)Cc1nnc(SCC(=O)NC2CCCCC2)n1C` gave NTR1 ag 1.4, GPR55 beta-arrestin 0.0%, KOR beta-arrestin-1 3.0%, NOD1 inhibition 29%, NOD2 inhibition -12%, KOR beta-arrestin-2 -29% and NTR1 ag cell count 20 µM 50.
Screening Cc1nc(C)c(C(=O)O)s1 returned NTR1 ag 0.9, GPR55 beta-arrestin -1.9%, Yfh1-off respiration inactive, KOR beta-arrestin-1 4.9%, NOD1 inhibition -5%, NOD2 inhibition 19%, KOR beta-arrestin-2 14% and NTR1 ag cell count 20 µM 58.
`O=C(CSc1ccc2nnc(-c3ccccn3)n2n1)Nc1ccc(F)cc1` gave NTR1 ag -0.8, GPR55 beta-arrestin -0.1%, KOR beta-arrestin-1 3.5%, NOD1 inhibition -27%, NOD2 inhibition 6%, KOR beta-arrestin-2 -7% and NTR1 ag cell count 20 µM 64.
For CN(Cc1ccccc1)Cc1c(F)cccc1F the results were NTR1 ag 0.0, GPR55 beta-arrestin -0.2%, Yfh1-off respiration inactive, ER stress rescue -1.3%, TNAP activators 1.1, KOR beta-arrestin-1 -1.2%, NOD1 inhibition 5%, NOD2 inhibition 1%, KOR beta-arrestin-2 -1% and NTR1 ag cell count 20 µM 44.
Cc1nc(Cl)c(C(=O)NC(=O)Nc2cccc(C(F)(F)F)c2)c(C)c1[N+](=O)[O-] was read as NTR1 ag 8.6, GPR55 beta-arrestin 0.5%, Yfh1-off respiration inactive, ER stress rescue -2.6%, TNAP activators 1, KOR beta-arrestin-1 13%, NOD1 inhibition 29%, NOD2 inhibition -11%, KOR beta-arrestin-2 -26% and NTR1 ag cell count 20 µM 64.
Screening Cc1nc2ccc(NC(=O)c3nn(CC(C)C)c(=O)c4ccccc34)cc2s1 returned NTR1 ag 5.1, GPR55 beta-arrestin -0.3%, Yfh1-off respiration inactive, ER stress rescue 8.4%, TNAP activators 1, KOR beta-arrestin-1 4.7%, NOD1 inhibition -29%, NOD2 inhibition -9%, KOR beta-arrestin-2 -20% and NTR1 ag cell count 20 µM 41.
Screening CCn1c(=O)n(CC(=O)N(C)Cc2ccccc2)c(=O)c2ccccc21 returned NTR1 ag -0.9, GPR55 beta-arrestin 0.3%, Yfh1-off respiration inactive, TNAP activators 1.1, KOR beta-arrestin-1 2.3%, NOD1 inhibition -16%, NOD2 inhibition -3%, KOR beta-arrestin-2 -74% and NTR1 ag cell count 20 µM 47.
`COc1ccc(-c2nc(NC(=O)c3ccc(OCC(=O)N4CCOCC4)c(OC)c3)sc2C)cc1` gave NTR1 ag 3.8, GPR55 beta-arrestin 0.3%, Yfh1-off respiration inactive, ER stress rescue -2.0%, TNAP activators 1.1, KOR beta-arrestin-1 2.5%, NOD1 inhibition 15%, NOD2 inhibition 40%, KOR beta-arrestin-2 -16% and NTR1 ag cell count 20 µM 47.
Screening O=C(COc1ccccc1Cl)Nc1cc(NC(=O)COc2ccccc2Cl)cc(C(=O)O)c1 returned NTR1 ag 1.5, GPR55 beta-arrestin 0.3%, KOR beta-arrestin-1 -6.8%, NOD1 inhibition 34%, NOD2 inhibition -60%, KOR beta-arrestin-2 10% and NTR1 ag cell count 20 µM 67.
Screening Cc1ccc2c(c1)NC(=O)C(CC(=O)O)O2 (stereo not drawn) returned NTR1 ag 0.0, GPR55 beta-arrestin -0.1%, Yfh1-off respiration inactive, ER stress rescue -0.5%, TNAP activators 1.1, KOR beta-arrestin-1 -0.7%, NOD1 inhibition -4%, NOD2 inhibition 2%, KOR beta-arrestin-2 26% and NTR1 ag cell count 20 µM 48.
`CSCCC(NC(=O)C1CCC(C)CC1)C(=O)Nc1ccc(NC(C)=O)cc1` (stereo not drawn) gave NTR1 ag 0.5, GPR55 beta-arrestin -0.3%, KOR beta-arrestin-1 -5.7%, NOD1 inhibition -2%, NOD2 inhibition 5%, KOR beta-arrestin-2 -18% and NTR1 ag cell count 20 µM 46.
Screening O=C(C1=C(O)C(=O)N(CCN2CCOCC2)C1c1ccc([N+](=O)[O-])cc1)c1cc2ccccc2o1 (stereo not drawn) returned NTR1 ag 0.6, GPR55 beta-arrestin 0.4%, KOR beta-arrestin-1 6.6%, NOD1 inhibition -24%, NOD2 inhibition -9%, KOR beta-arrestin-2 -11% and NTR1 ag cell count 20 µM 58.
`Cc1cccc(N2C(=O)c3cccc(Oc4ccc(Cl)cc4)c3C2=O)c1` gave NTR1 ag 5.2, GPR55 beta-arrestin 0.0%, Yfh1-off respiration inactive, ER stress rescue -1.6%, TNAP activators 1.2, KOR beta-arrestin-1 1.6%, NOD1 inhibition 4%, NOD2 inhibition 14%, KOR beta-arrestin-2 0% and NTR1 ag cell count 20 µM 77.
For O=C1/C(=C\c2ccccn2)SC(=S)N1c1ccc(S(=O)(=O)Nc2nccs2)cc1 the results were NTR1 ag 1.7, GPR55 beta-arrestin -0.3%, Yfh1-off respiration inactive, KOR beta-arrestin-1 1.8%, NOD1 inhibition -11%, NOD2 inhibition 7%, KOR beta-arrestin-2 2% and NTR1 ag cell count 20 µM 42.
Screening Cc1ccccc1N=Cc1cc2c(cc1[N+](=O)[O-])OCO2 returned NTR1 ag 2.1, GPR55 beta-arrestin 0.5%, Yfh1-off respiration inactive, ER stress rescue -1.8%, TNAP activators 1, KOR beta-arrestin-1 8.4%, NOD1 inhibition 2%, NOD2 inhibition 18%, KOR beta-arrestin-2 -10% and NTR1 ag cell count 20 µM 76.
Screening CCc1ccc(C(C(=O)NC2CCCCC2)N(C(=O)c2csnn2)C2CC2)cc1 (stereo not drawn) returned NTR1 ag -0.8, GPR55 beta-arrestin -0.1%, KOR beta-arrestin-1 0.3%, NOD1 inhibition 6%, NOD2 inhibition -9%, KOR beta-arrestin-2 -57% and NTR1 ag cell count 20 µM 66.
O=C(/C=C\c1ccc2c(c1)OCO2)Nc1nnc(SCC(=O)OCc2ccccc2)s1 was read as NTR1 ag 1.9, GPR55 beta-arrestin 0.1%, Yfh1-off respiration inactive, ER stress rescue 1.5%, TNAP activators 0.9, KOR beta-arrestin-1 2.6%, NOD1 inhibition -7%, NOD2 inhibition -4%, KOR beta-arrestin-2 13% and NTR1 ag cell count 20 µM 58.
COc1ccccc1N=c1oc2cc(O)ccc2cc1C(N)=O was read as NTR1 ag -0.4, GPR55 beta-arrestin 0.0%, Yfh1-off respiration inactive, ER stress rescue -1.3%, TNAP activators 1, KOR beta-arrestin-1 -1.7%, NOD1 inhibition 55%, NOD2 inhibition -71%, KOR beta-arrestin-2 8% and NTR1 ag cell count 20 µM 95.
Nc1c(C(=O)c2ccc(Cl)cc2)sc2nsc(SCCN3CCOCC3)c12 was read as NTR1 ag 0.3, GPR55 beta-arrestin -0.2%, Yfh1-off respiration inactive, KOR beta-arrestin-1 0.7%, NOD1 inhibition -5%, NOD2 inhibition -14%, KOR beta-arrestin-2 -30% and NTR1 ag cell count 20 µM 45.
For O=C(c1ccc(-c2ccccc2)cc1)N1CCCC1 the results were NTR1 ag -0.4, GPR55 beta-arrestin 0.5%, Yfh1-off respiration inactive, ER stress rescue 4.3%, TNAP activators 1.1, KOR beta-arrestin-1 -7.3%, NOD1 inhibition -14%, NOD2 inhibition -15%, KOR beta-arrestin-2 -1% and NTR1 ag cell count 20 µM 78.
Screening Cc1cc(=O)n2c3ccccc3n(CC(O)CN3CCN(CCO)CC3)c2c1C#N (stereo not drawn) returned NTR1 ag 3.2, GPR55 beta-arrestin -0.2%, Yfh1-off respiration inactive, ER stress rescue 0.4%, TNAP activators 1.1, KOR beta-arrestin-1 -2.6%, NOD1 inhibition -12%, NOD2 inhibition 12%, KOR beta-arrestin-2 -4% and NTR1 ag cell count 20 µM 65.
For Cc1cccn2c(CNCCCOc3cccnc3)c(C(=O)N3CCOCC3)nc12 the results were NTR1 ag 1.7, GPR55 beta-arrestin -0.1%, Yfh1-off respiration inactive, ER stress rescue -1.6%, TNAP activators 1.1, KOR beta-arrestin-1 0.0%, NOD1 inhibition -39%, NOD2 inhibition 11%, KOR beta-arrestin-2 0% and NTR1 ag cell count 20 µM 37.
Screening Cc1c(-c2csc(N)n2)c2ccccc2n1C returned NTR1 ag 2.4, GPR55 beta-arrestin 0.2%, KOR beta-arrestin-1 0.8%, NOD1 inhibition -13%, NOD2 inhibition -2%, KOR beta-arrestin-2 -39% and NTR1 ag cell count 20 µM 90.
Screening CCCCCCCCCCSc1n[nH]c(N)n1 returned NTR1 ag 2.2, GPR55 beta-arrestin 0.1%, Yfh1-off respiration inactive, ER stress rescue -3.0%, TNAP activators 1.3, KOR beta-arrestin-1 3.0%, NOD1 inhibition 14%, NOD2 inhibition 1%, KOR beta-arrestin-2 -2% and NTR1 ag cell count 20 µM 63.
Cc1csc(NC(=O)c2ccccc2C(=O)O)n1 was read as NTR1 ag -0.6, GPR55 beta-arrestin 0.6%, Yfh1-off respiration inactive, TNAP activators 1.1, KOR beta-arrestin-1 3.3%, NOD1 inhibition -16%, NOD2 inhibition 10%, KOR beta-arrestin-2 -13% and NTR1 ag cell count 20 µM 61.
`O=[N+]([O-])c1ccc(S(=O)(=O)CC(CN2CCOCC2)N2CCOCC2)cc1` (stereo not drawn) gave NTR1 ag -0.4, GPR55 beta-arrestin -0.2%, Yfh1-off respiration inactive, ER stress rescue 2.5%, TNAP activators 1.1, KOR beta-arrestin-1 -2.9%, NOD1 inhibition -15%, NOD2 inhibition -13%, KOR beta-arrestin-2 -10% and NTR1 ag cell count 20 µM 36.

Three compounds already listed, sorted by SMILES length, descending.
For Cc1cccn2c(CNCCCOc3cccnc3)c(C(=O)N3CCOCC3)nc12 the results were NTR1 ag 1.7, GPR55 beta-arrestin -0.1%, Yfh1-off respiration inactive, ER stress rescue -1.6%, TNAP activators 1.1, KOR beta-arrestin-1 0.0%, NOD1 inhibition -39%, NOD2 inhibition 11%, KOR beta-arrestin-2 0% and NTR1 ag cell count 20 µM 37.
For CN(Cc1ccccc1)Cc1c(F)cccc1F the results were NTR1 ag 0.0, GPR55 beta-arrestin -0.2%, Yfh1-off respiration inactive, ER stress rescue -1.3%, TNAP activators 1.1, KOR beta-arrestin-1 -1.2%, NOD1 inhibition 5%, NOD2 inhibition 1%, KOR beta-arrestin-2 -1% and NTR1 ag cell count 20 µM 44.
Screening Cc1nc(C)c(C(=O)O)s1 returned NTR1 ag 0.9, GPR55 beta-arrestin -1.9%, Yfh1-off respiration inactive, KOR beta-arrestin-1 4.9%, NOD1 inhibition -5%, NOD2 inhibition 19%, KOR beta-arrestin-2 14% and NTR1 ag cell count 20 µM 58.
